# Assay outcomes deposited in PubChem by National Center for Advancing Translational Sciences (NCATS).
# GRP78 ERSR act: ER stress response induction in glioma; AID 602332; Potency, µM, without a hit: at the top dose activation, actives largely listed as activators; U87-MG GRP78 promoter luciferase reporter, 16 h; 0.02% of 420,000 active; also: potency is read from the fitted curve at half-maximal effect; series mostly up to about 76 µM; % of control where 0% means no effect; nearly all actives have a fitted effect of over 35% in size
#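 Stably transfected U87-MG glioma cells carrying a GRP78-based luciferase sensor; 16 h compound incubation. Luminescence end-point read 10 min after Bright-Glo addition at room temperature.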
# Vif-APOBEC3G blk: inhibitors of Vif-APOBEC3G interaction; Potency, µM (series often up to 46.1 µM), for the others: at the highest dose activity, negative = active, usual class: inhibitors; HeLa A3G-eYFP + Vif (tagged APOBEC3G with the HIV-1 protein that degrades it), YFP fluorescence, overnight; AID 602310; 0.076% of 410,000 active;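 also: potency is read from the fitted curve at half-maximal effect; % is scaled to controls: 0 for no effect and ±100 for the full control effect; nearly all actives have a fitted effect of over 60% in size; hits raise eYFP signal because A3G escapes Vif-driven loss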
# Target sequence (Q9HC16 whole entry, looked up): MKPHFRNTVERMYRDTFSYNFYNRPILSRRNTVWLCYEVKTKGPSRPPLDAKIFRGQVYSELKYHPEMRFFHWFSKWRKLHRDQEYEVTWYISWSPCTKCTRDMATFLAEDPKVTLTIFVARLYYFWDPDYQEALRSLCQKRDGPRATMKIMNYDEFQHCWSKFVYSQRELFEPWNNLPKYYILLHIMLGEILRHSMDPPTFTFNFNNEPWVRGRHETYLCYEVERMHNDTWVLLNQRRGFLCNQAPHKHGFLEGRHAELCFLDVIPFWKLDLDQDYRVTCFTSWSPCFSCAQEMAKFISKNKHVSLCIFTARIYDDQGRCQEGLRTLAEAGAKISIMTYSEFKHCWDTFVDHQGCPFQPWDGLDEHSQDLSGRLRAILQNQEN
#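 HeLa cells stably expressing Vif and C-terminally eYFP-tagged A3G, seeded overnight at 37 deg C, then exposed to compound by pintool overnight at 37 deg C. Rise in yellow fluorescence (Ex 488/Em 500-530, Acumen) marks blocked Vif-driven A3G degradation.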
# Vif-APOBEC3F blk: blocks the Vif interaction with APOBEC3F | HeLa A3F-eYFP + Vif (tagged APOBEC3F with the HIV-1 protein that degrades it), YFP fluorescence increase | Potency, µM (titrated, usually from 46.1 µM), for the others: top-dose activity, negative = active | 0.2% of 390,000 active; also: potency is read from the fitted curve at half-maximal effect; % of control where 0% means no effect; nearly all actives have a fitted effect of over 65% in size
#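 HeLa cells stably expressing A3F-eYFP plus Vif, plated and incubated overnight at 37 deg C, then exposed to compounds overnight at 37 deg C. Blocked degradation read as raised yellow fluorescence (Ex 488/Em 500-530).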
# D2 ag: D2 dopamine receptor (human) agonism. P14416. HEK293 T-REx D2 cells, calcium flux agonist mode. 0.53% of 340,000 active. AID 485358. activation, % at 2 µM;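 active = activation over 3 SD above normal in the single-dose calcium agonist read, cut at about 30% in these data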; also: 0% is about no effect
#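 Calcium-flux readout, 1 cycle/sec over 180 s following compound pin transfer, in inducible HEK293 Trex D2 cells (force-coupled); dopamine controls included. Positive calcium responses during this window marked compounds as potential agonists.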
# D2 antagonist: D2 dopamine receptor (human) antagonism. P14416. inhibition, % at 10 µM. HEK293 TREx D2 cells, calcium flux, dopamine EC80. 2% of 340,000 active. AID 485344; in the data active = inhibition above about 30%; also: 0% is about no effect
#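 Antagonism is scored as inhibition of an EC80 dopamine-evoked calcium signal in a force-coupled, tetracycline-inducible HEK293 T-REx D2 line, with compound present 180 s before agonist.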
# RGS4 inhibitor: blocks human RGS4-accelerated GTP hydrolysis; P49798; AID 504845; 0.039% of 390,000 active; Potency, µM (top dose mostly 114 µM), inactives show at the highest dose activity change, negative = inhibition, hits mostly inhibitors; Transcreener GDP fluorescence polarization, RGS4-accelerated GTP hydrolysis; also: potency is read from the fitted curve at half-maximal effect; % is scaled to controls: 0 for no effect and ±100 for the full control effect; nearly all actives have a fitted effect of over 75% in size; some results filed as inactive show a strong effect at the top dose
#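 MLSMR compounds (23 nl, pin-transferred) preincubated 10 min at room temperature with a 500nM (2x) first reagent, then RGS4 at 900nM (2x) plus Transcreener GDP mix added; fluorescence polarization (620/688 nm) read before and after 90 min at 30 °C.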
# LDHA inh: blocks human lactate dehydrogenase A; 0.15% of 480,000 active; P00338; purified LDHA, NADH/diaphorase-resazurin fluorescence; hits give low values; activity change, % (values are at about 110 or 230 µM); in the data active = activity change below about -30%; inconclusive = mostly about -25% to -30%;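 also: plate controls were DMSO wells for no effect and wells without enzyme for full effect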
#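 Remaining NADH was detected by diaphorase (0.133 mg/mL) converting 37 µM resazurin to fluorescent resorufin, read at 0 and 20 minutes. The preceding 5-minute room-temperature reaction used 2 nM LDHA, 0.2 mM sodium pyruvate and 0.06 mM NADH at pH 7.4.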
# 12-LOX inh: inhibitors of human 12S-lipoxygenase ALOX12. purified 12hLO, xylenol orange hydroperoxide absorbance. Potency, µM (highest dose often 108 µM), for the others: at the highest dose activity change, negative = inhibition, actives largely listed as inhibitors. 1.1% of 580,000 active. AID 1671190; also: potency is read from the fitted curve at half-maximal effect; % is scaled to controls: 0 for no effect and ±100 for the full control effect
# Target sequence (P18054 whole entry, looked up): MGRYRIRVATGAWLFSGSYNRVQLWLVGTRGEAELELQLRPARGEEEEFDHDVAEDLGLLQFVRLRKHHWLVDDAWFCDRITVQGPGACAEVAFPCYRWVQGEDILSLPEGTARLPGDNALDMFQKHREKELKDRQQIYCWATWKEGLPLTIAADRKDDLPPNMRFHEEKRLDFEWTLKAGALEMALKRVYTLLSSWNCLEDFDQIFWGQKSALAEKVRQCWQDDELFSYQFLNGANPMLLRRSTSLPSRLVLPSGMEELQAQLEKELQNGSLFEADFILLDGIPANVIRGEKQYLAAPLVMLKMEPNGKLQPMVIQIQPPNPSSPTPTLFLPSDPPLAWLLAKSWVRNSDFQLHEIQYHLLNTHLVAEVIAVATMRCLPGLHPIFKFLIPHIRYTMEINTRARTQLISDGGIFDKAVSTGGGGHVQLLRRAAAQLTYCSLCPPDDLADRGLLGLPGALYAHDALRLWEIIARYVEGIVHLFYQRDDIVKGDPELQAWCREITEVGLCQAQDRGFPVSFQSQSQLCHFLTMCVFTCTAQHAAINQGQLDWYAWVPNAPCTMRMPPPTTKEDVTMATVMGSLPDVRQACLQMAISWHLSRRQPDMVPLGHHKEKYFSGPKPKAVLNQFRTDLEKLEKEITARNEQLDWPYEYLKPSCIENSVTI
#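 Purified human 12hLO (150 nM final) in 25 mM Hepes, 0.01% Triton X-100, pH 7.0 was preincubated 15 min at room temperature with compound. Then 40 uM arachidonic acid was added, 30 min. Hydroperoxide was read by Fe-XO absorbance ratio 573/405 nm.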
# ERG Ets-DNA blk: ERG Ets/DNA interaction inhibition | fluorescence polarization, His-ERG Ets domain / labelled DNA | Potency, µM (doses to about 76.9 µM), inactives show at the highest dose FP activity, negative = inhibition, usual class: inhibitors | 0.028% of 370,000 active | AID 624246; active = well fitted inhibition curve with a large enough effect in the polarisation, with a control signal flat; inconclusive = small, poorly fitted or top-dose-only effect, or effect the other way, or a change in a side signal; inactive = no such curve, though single readings can be large or run the other way; the % refers to the polarisation;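 also: polarization taken with two DNA probes labelled with fluorescein and Texas red; potency is read from the fitted curve at half-maximal effect; % of control where 0% means no effect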
#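 His-tagged ERG Ets domain (1 uM in the protein solution; 300mM KCl, 50mM Tris-HCl, 1mM EDTA, 1mM DTT, pH 7.5) received compound, then a probe mix of 5 nM fluorescein-DNA and 100nM Texas-615-DNA. Fluorescence polarization was read for both dyes.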
# An asterisk follows results filed as active; u = inconclusive; x = no result given; & = joins results of further samples; [ ] = another dose, or the depositor's remark. Unless noted, calls follow the shape of the dose curve; as a rule, active = well fitted curve in the direction sought with a large enough effect; inconclusive = small, poorly fitted or top-dose-only effect, or another doubt; inactive = no such curve, though single readings can be large; an effect the other way counts as inactive or inconclusive.
SMILES,GRP78 ERSR act,Vif-APOBEC3G blk,Vif-APOBEC3F blk,D2 ag,D2 antagonist,RGS4 inhibitor,LDHA inh,12-LOX inh,ERG Ets-DNA blk
Cc1cc(Cl)ccc1NS(=O)(=O)c1ccc2c(c1)CC(C)N2C(=O)C1CCC1 (stereo not drawn),-1.0%,-5.6%,-3.2%,-0.6,x,-5.5%,-3.2,u,0.3%
COc1ccc(C(O)c2nc(-c3ccc(F)c(Cl)c3)cs2)cc1 (stereo not drawn),1.7%,-5.9%,x,x,x,x,-2.4,-20.8%,x
Cc1noc(C)c1C(=O)N(CC(=O)Nc1ccccc1Br)Cc1ccco1,-3.6%,0.4%,-13.4%,1.2,-43.1,9.8%,-9.8,7.5%,-6.4%
COCCCNC(=O)c1[nH]c2ccccc2c1Sc1ccc(C)cc1,-0.1%,-0.1%,1.9%,-0.5,x,-6.3%,3.6,3.9%,4.5%
OCCN1CCN(C(=S)NCCc2ccccc2)CC1,-0.1%,-5.9%,-1.8%,-0.6,-20.9,-14.1%[11.4 µM],-3.1,0.0%,7.0%
CC1CN(C(=S)NC(=O)c2ccc(Cl)cc2)CC(C)O1 (stereo not drawn),9.9%,0.2%,u,0.3,5.5,-22.9%,2.8,-23.3%,-1.6%
COc1ccc(CC2(CO)CCN(Cc3cccc4nccnc34)CC2)cc1,0.8%,1.2%,5.7%,0.4,-4.0,-0.8%,-9.2,-2.4%,1.2%
CCC1Oc2ccccc2N(CC(=O)NCCN2CCCC2)C1=O (stereo not drawn),-2.4%,-0.1%,2.3%,0.5,0.3,-4.4%[11.4 µM],-1.5,14.4%,2.3%
CCOC(=O)C1CCCCN1Cc1ccc(OC)c(OC)c1 (stereo not drawn),-1.2%,-5.4%,1.5%,1.8,-6.6,19.9%,-17.3,5.3%,14.8%
O=C(Nc1ccc(-c2ccccc2)cc1)c1ccc2c(c1)S(=O)(=O)c1ccccc1C2=O,-4.3%,2.0%,0.3%,x,x,16.0%,-6.8,u,-0.3%
Cn1c(-c2cccc(Br)c2)cnc1NCc1ccccc1O,-0.6%,-0.7%,13.9%,-0.1,-11.8,6.3%,-12.4,14.1µM*,-0.1%
COc1ccc(CNc2nc3ccccc3n2C)c(O)c1,-1.3%,-5.1%,-4.3%,-0.3,-12.8,-18.1%,-0.7,-25.9%,-16.8%
Nc1nc(SCc2ccc(Cl)cc2)ns1,6.7%,-0.6%,-6.4%,-1.0,-28.7,-16.4%,-2.7,0.0%,-8.9%
CCSc1ncc(Cl)c(C(=O)Nc2nc3ccc(OC)cc3s2)n1,-3.2%,-2.3%,-3.6%,-1.7,x,-22.6%,2.8&-2.9,64.9%&9.2%[activator],-1.1%
CC1=C(C(=O)N2CCCCC2)C(c2ccc(Cl)cc2)n2c(nc3ccccc32)N1 (stereo not drawn),1.8%,4.1%,-9.1%,0.4,x,-14.0%,-2.4,0.0%,-9.7%
COc1ccc(-c2nc(-c3cccnc3)no2)cc1OC,6.7%,-8.8%,4.3%,5.2,-15.6,7.4%,-0.2,314.9%[activator],36.0%[activator]
CCOc1ccccc1NC(=O)CCNC(=O)c1ccco1,-1.1%,-0.1%,-5.2%,1.0,-4.3,-38.7%,0.0,19.2%,-7.7%
COC(=O)C1=C(C)N=c2s/c(=C/c3cccs3)c(=O)n2C1c1ccc(F)cc1 (stereo not drawn),-7.9%,0.1%,5.1%,-0.2,1.2,-22.2%,-0.5,-10.7%,-4.9%
CCCCn1c(=O)[nH]c(=O)c2c1nc(-c1cc(Br)ccc1OC)n2C,-2.7%,0.4%,-23.7%,-1.6,-9.2,-0.6%,-8.3,-27.7%,6.5%
Cc1ccc(OCC(=O)N2N=C(C(F)(F)F)CC2(O)C(C)(C)C)cc1C (stereo not drawn),0.3%,-28.0%,0.3%,1.0,10.4,-19.2%,7.6,0.0%,6.0%
CC(=O)c1c(C)[nH]c(C(=O)NCc2ccc(F)cc2)c1C,0.1%,-2.8%,9.5%,-2.5,1.4,-10.1%,-8.7,-1.4%,2.5%
Cc1ccc(C(=O)NCCCn2ccnc2)cc1[N+](=O)[O-],-0.1%,-0.5%,2.4%,0.1,-0.5,5.9%,-16.9,1.4%,-8.6%
O=C(OCCN1CCOCC1)c1cccs1,-1.4%,-4.7%,x,0.5,-11.5,20.3%,-2.3,-13.9%,-5.6%
CCc1ccc(N(C)S(=O)(=O)c2ccc3[nH]cc(C(=O)NCCN4CCOCC4)c(=O)c3c2)cc1,-0.6%,-0.4%,-7.2%,0.4,-6.7,-10.3%,4.3,-16.6%,-16.6%
O=C(N/N=C/c1cccnc1)c1cc(-c2ccccc2)nc2ccccc12,-2.5%,-8.5%,-0.4%,0.7,21.9,-12.2%,-0.9,0.0%,13.7%
O=C(NCC(c1ccco1)N1CCCC1)c1ccc(S(=O)(=O)Nc2ccccc2Cl)cc1 (stereo not drawn),-2.6%,2.3%,2.9%,0.7,-15.9,8.0%,0.2,7.5%,2.1%
COc1ccc(-n2c3c(c(=O)[nH]c2=O)C(NC(=O)c2ccncc2)(C(F)(F)F)C(=O)N3)cc1 (stereo not drawn),-3.8%,2.6%,-3.3%,-0.1,-2.5,19.4%,-4.9,-15.2%,-6.3%
CCCCn1c(=O)n(CC(=O)Nc2ccc(OC)c(Cl)c2)c(=O)c2c1nc(CO)n2CCC,-1.4%,-4.7%,1.7%,0.4,8.6,0.1%,-4.7,0.5%,-6.9%
COc1ccc(CCNC(=O)CSc2nc(-c3ccco3)cc(C(F)(F)F)n2)cc1,-0.5%,-1.6%,-5.5%,0.8,-1.5,-2.9%,-3.0,u,0.6%
CC1(C)CC(=O)C2=C(C1)NC(=O)CC2c1cc2c(cc1Br)OCO2 (stereo not drawn),0.1%,-10.2%,-0.1%,0.8,4.9,-43.2%,-2.3,0.0%,4.6%
COc1ccc(C(=O)c2sc3nc(-c4ccccc4)ccc3c2N)cc1,-0.2%,u,3.55µM*,27.3,4.8,-26.2%,-2.0,x,-14.2%
C/C(=N\NC(=S)Nc1ccc(C)cc1)c1cccc(N)c1,5.9%,-0.7%,-19.4%,-0.2,-22.6,-27.3%,1.7,u,1.2%
CSc1ccc(CN2CCC(C)(Oc3cnc(Cl)c4ccccc34)C2)cc1 (stereo not drawn),-3.6%,-3.2%,x,x,x,x,30.3,u,x
O=C(O)CNS(=O)(=O)c1ccc(C2CCCCC2)cc1,-1.2%,1.9%,3.4%,1.0,-9.3,-4.1%,-2.3,-8.8%,-3.5%
CCOC(=O)C1CCCN(C(=O)Cn2nc(C)n3nc(-c4ccccc4)cc3c2=O)C1 (stereo not drawn),-1.6%,2.9%,4.5%,x,x,-15.9%[56.9 µM],-2.4,-8.6%,0.2%
COc1cc2[nH]c(=O)n(CCCCCC(=O)NCCCN3CCOCC3)c(=O)c2cc1OC,-3.5%,-0.2%,-6.3%,0.7,15.2,-8.6%,-3.1,0.0%,-2.0%
CCCNC(=O)C(=O)NCCC1=CCCCC1,-0.8%,-0.9%,-9.3%,0.1,4.5,-25.1%,-8.5,0.0%,-2.9%
COc1ccc(C(=O)NCc2nnc(SCC(=O)NCc3ccco3)o2)cc1,-6.1%,0.5%,-6.6%,1.0,5.4,-2.7%,1.3,17.4%,-1.0%
CCCCn1c(CCc2ccccc2)nc2cc3[nH]c(=O)c(C(C)C)nc3cc21,-0.9%,-20.3%,-21.9%,0.3,-2.0,19.2%,-0.8,9.4%,-5.6%
Cc1cccc(-n2ncc3c(N4CCCC(C)C4)ncnc32)c1 (stereo not drawn),-9.5%,0.0%,-4.2%,1.2,x,15.0%,0.7,-8.9%,-4.6%
O=C(NC1CC2CCC(C1)N2C(=O)NC1CCCCC1)NC12CC3CC(CC(C3)C1)C2 (stereo not drawn),-3.3%,0.4%,3.9%,1.3,-10.3,25.8%,-0.8,u,-3.1%
O=C(Cn1cc(S(=O)(=O)c2ccccc2)c(=O)c2cc3c(cc21)OCO3)Nc1ccc(Cl)cc1,3.3%,-4.2%,-1.7%,0.6,x,-4.5%,-6.8,u,-2.7%
Cc1ccc(-c2nn(-c3ccccc3)cc2C(=O)N2CCOCC2)cc1C,-6.4%,4.8%,8.4%,0.1,9.0,-6.0%,-5.2,-4.6%,12.6%

# 3 of the entries above in order of their number in Vif-APOBEC3F blk, descending:
molecule,Vif-APOBEC3F blk
COc1ccc(-c2nc(-c3cccnc3)no2)cc1OC,4.3%
O=C(Nc1ccc(-c2ccccc2)cc1)c1ccc2c(c1)S(=O)(=O)c1ccccc1C2=O,0.3%
CC1=C(C(=O)N2CCCCC2)C(c2ccc(Cl)cc2)n2c(nc3ccccc32)N1 (stereo not drawn),-9.1%

# Not all compounds are listed (hit frequency here may not be typical).
